# Compound activity from PubChem.
# PMI act – phosphomannose isomerase (human) activation; P34949; purified human PMI, coupled resazurin fluorescence, 20 min; active compounds read high; 1 = vehicle control, 0 substrate-free wells; activation factor at 20 µM; hit rate 0.005% among 190,000; AID 1214;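 active = activation factor of 2 or more at 20 µM, relative to plate controls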
# Target sequence (P34949 whole entry, looked up): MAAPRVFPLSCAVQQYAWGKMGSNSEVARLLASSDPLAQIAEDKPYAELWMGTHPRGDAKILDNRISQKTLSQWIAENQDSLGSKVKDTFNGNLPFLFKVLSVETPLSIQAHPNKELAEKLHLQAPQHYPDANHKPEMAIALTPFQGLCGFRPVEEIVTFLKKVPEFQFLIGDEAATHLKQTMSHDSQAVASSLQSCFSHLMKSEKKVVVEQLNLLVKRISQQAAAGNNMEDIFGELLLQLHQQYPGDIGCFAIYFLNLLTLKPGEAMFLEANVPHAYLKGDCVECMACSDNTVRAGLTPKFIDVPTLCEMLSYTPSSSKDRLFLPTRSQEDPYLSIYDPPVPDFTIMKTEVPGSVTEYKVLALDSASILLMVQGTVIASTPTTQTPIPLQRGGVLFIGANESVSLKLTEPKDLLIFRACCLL
# PPARg SRC-2 ag – promotes SRC-2 coactivator recruitment by human PPARgamma. P37231. hit rate 0.34% among 200,000. AID 1032. activation, % at 8 µM. PPARgamma LBD-SRC-2 recruitment, biochemical; in the data active = activation above about 22%;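 also: 0% = vehicle and 100% = reference agonist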
# Diaph act CS – activates diaphorase or chemically reduces, flagging diaphorase assay artifacts | Diaphorase/resazurin coupled assay, resorufin fluorescence, 16 min; active compounds read high; 1 = vehicle wells, 0 = NADH-free wells | activation factor at 20 µM | hit rate 0.005% among 190,000;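 active = diaphorase activity raised at least twofold by the compound at 20 µM; inactive = activation factor below 2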
#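 Material: Purified diaphorase enzyme from Clostridium kluyveri | Buffer or medium: 50 mM HEPES pH 7.4 with 4.542 mM MgCl2, 0.005% Tween 20 | Times: 16 min enzyme reaction, ambient temperature | Signal: Red resorufin fluorescence at 544/590 nm excitation/emission | Measure: Increased resorufin signal from activators or reducing compounds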
# S1P3 antagonist – antagonists of human S1P3 receptor. Q99500. CHO S1P3 NFAT-BLA reporter, FRET fluorescence, antagonist mode. inhibition, % at 4.98 µM. hit rate 0.27% among 170,000;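 active = inhibition above the plate cutoff, the mean inhibition of test wells on that plate plus 3 SD, cut at about 28% in these data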;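 also: cells challenged with S1P at its EC80 of 0.8 µM; blue over green emission ratio from cleaved BLA substrate after 4 h stimulation; 0% = S1P-stimulated wells and 100% = unstimulated DMSO-only wells; some compounds past the cut are filed as inactive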
# PMI act satM6P – PMI (human) activation, high substrate; AID 1216; P34949; activation factor at 20 µM; hit rate 0.34% among 190,000; coupled PMI enzyme assay, resazurin fluorescence, 20 min; active compounds read high; 1 = untreated enzyme, 0 = substrate-free blank;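 active = activation factor of 2 or more at 20 µM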
#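 test system = human PMI in coupled enzyme assay | medium = HEPES-buffered pH 7.4 with magnesium and detergent | also added = 1.0 mM mannose-6-phosphate substrate with 0.22 mM NADP+ | compound = 20 µM single dose | times = 20 min incubation at room temperature | measured by = resorufin fluorescence (Ex 544/Em 590 nm) from resazurin via diaphorase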
# PPARg SRC-1 ag – PPARgamma-driven SRC-1 recruitment agonism; hit rate 0.41% among 200,000; PPARgamma-SRC-1 coactivator recruitment biochemical assay; P37231; activation, % at 8 µM; AID 631; in the data active = activation above about 19%;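 also: 0% = DMSO and 100% = reference agonist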
# G6PDH counter – L. mesenteroides G6PDH inhibition counter-screen; Purified L. mesenteroides G6PDH, diaphorase/resazurin coupled fluorescence, 45 min; inhibition, % at 5 µM; hit rate 0.12% among 200,000; AID 1020; in the data active = inhibition above about 50%
# ROMK primary – human ROMK K+ channel modulation, primary screen | P48048 | Tet-inducible ROMK, thallium flux fluorescence; actives lie on both sides | B-score at 10 µM | hit rate 2% among 130,000 | AID 1918;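 active = signal ratio slope over the read window, or its plate-corrected B-score, at least 3 SD from the plate mean, either direction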;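 also: B-score of the F/F0 ratio slope over 7 to 12 s after thallium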
# Target sequence (P48048 whole entry, looked up): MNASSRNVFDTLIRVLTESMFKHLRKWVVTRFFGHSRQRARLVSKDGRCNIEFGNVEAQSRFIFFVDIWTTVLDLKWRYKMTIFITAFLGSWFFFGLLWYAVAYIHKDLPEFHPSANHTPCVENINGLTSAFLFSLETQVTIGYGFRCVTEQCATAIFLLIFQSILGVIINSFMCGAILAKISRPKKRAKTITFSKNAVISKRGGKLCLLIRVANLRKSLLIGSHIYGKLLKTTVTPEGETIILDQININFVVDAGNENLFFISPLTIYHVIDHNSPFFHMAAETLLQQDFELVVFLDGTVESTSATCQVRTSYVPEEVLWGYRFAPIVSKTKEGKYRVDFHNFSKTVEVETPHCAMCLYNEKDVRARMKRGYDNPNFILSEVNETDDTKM
# TR-FRET SRC-2 ct – flags TR-FRET format artefacts in PPARgamma SRC-2 recruitment agonist screen; TR-FRET artefact counter-screen; active compounds read high; TR-FRET ratio at 8 µM; hit rate 0.4% among 200,000; AID 1049; in the data active = TR-FRET ratio above about 2000; also: inactives centre near 1500
# PPARg SRC-3 ag – agonists of human PPARgamma SRC-3 coactivator recruitment; P37231; biochemical PPARgamma/SRC-3 coactivator recruitment assay; activation, % at 8 µM; hit rate 0.26% among 200,000; in the data active = activation above about 23%;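 also: 0% = DMSO and 100% = reference agonist; some compounds past the cut are filed as inactive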
# Diaph inh CS – inhibits diaphorase or chemically oxidizes, flagging diaphorase assay artifacts. diaphorase resazurin-to-resorufin fluorescence, NADH, 16 min; bacterial (C. kluyveri) enzyme, not human. inhibition, % at 20 µM. hit rate 0.69% among 190,000. AID 1217;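 active = primary screen inhibition at 20 µM above a set limit, cut at about 50% in these data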;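 also: plate controls were DMSO with full reaction for no effect and wells lacking NADH for full effect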
#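 Test system: Clostridium kluyveri diaphorase enzyme / Quantity: diaphorase at 0.14 U/mL in enzyme working solution / Incubation: 16-min room-temperature incubation before reading / Benchmarks: NADH-free wells as positive control, DMSO-only neutral wells / Signal: resorufin fluorescence 544/590 nm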
# The depositor's hits bear a star; / = not tested or not shown. No enrichment for hits; overall some 3.3% were active at least once.
SMILES,PMI act,PPARg SRC-2 ag,Diaph act CS,S1P3 antagonist,PMI act satM6P,PPARg SRC-1 ag,G6PDH counter,ROMK primary,TR-FRET SRC-2 ct,PPARg SRC-3 ag,Diaph inh CS
Cc1c(CNCCC2=CCCCC2)c(C(=O)O)c(C)n1Cc1ccccc1,1,2,1,-17,1,2,9,-2.2,1561,1,-2
CC(C)CC(=O)NC(=S)Nc1ccc(F)cc1F,1,-3,1.1,13,1,-8,21,0.85,1425,-4,-6
CCOc1ccc(C(=O)C[n+]2ccccc2C)cc1,1,3,0.9,-2,1,6,-6,/,1600,0,6
Cc1c(NC(=S)NC(NC(=O)C(C)(C)C)C(Cl)(Cl)Cl)c(=O)n(-c2ccccc2)n1C (stereo not given),1,-1,1.1,-3,1,5,0,/,1631,5,-10
CN(C)C(=O)c1c(-c2ccccc2)oc2ccc(O)cc12,1,2,0.9,/,1,-4,7,-0.48,1558,0,12
CCCn1c(=O)n(N)c2ccccc21,1.1,9,1,-3,1.1,5,5,0.68,1680,6,2
Cc1nc(SCc2ccccc2)c2ccsc2n1,1,5,1,8,1,5,4,-1.1,1747,2,3
CCn1c(CC(=O)Nc2ccc(C)cc2)nnc1SCC(=O)NCc1ccccc1,1,6,0.9,-9,1,8,-17,/,1423,9,10
CCC(=O)NCCc1nc2ccccc2[nH]1,1,16,1,/,1,-2,11,-0.22,1645,7,0
COc1ccc(S(=O)(=O)NCCC(=O)NCc2ccccc2)cc1,1,6,0.9,-3,1,3,2,/,1508,6,13
Cc1[nH]nc(N=CC2=C(O)CC(C)(C)CC2=O)c1-c1ccc(Cl)cc1,0.9,-5,0.8,14,1,5,-20,/,1478,3,16
COc1ccccc1C(CCN(Cc1cccs1)C(C)=O)c1ccco1 (stereo not given),1.1,-5,0.9,-3,1,-1,1,-1.1,1458,3,12
O=C(NCCc1ccccc1)C1CCCN(S(=O)(=O)c2cccnc2)C1 (stereo not given),1,3,0.9,-65,1,2,-2,/,1675,1,7
Cn1ncc(N=Cc2ccc([N+](=O)[O-])cc2)c1C(=O)N1CCOCC1,1,12,0.9,/,1,3,-7,-0.74,1553,10,10
CCCN1C(=O)c2ccccc2NC1c1ccc(OC)c(CSc2ccccn2)c1 (stereo not given),0.7,4,0.8,-11,0.9,3,-2,/,1612,1,25
COc1ccc(S(=O)(=O)NCCc2csc(C)n2)cc1C,1,-3,0.9,-24,1,-2,-8,/,1489,-2,9
O=C(O)CCCNC(=O)/C(=C\c1ccc(Cl)cc1)NC(=O)c1ccccc1Br,1.1,0,1,-4,1,14,-1,-0.19,1523,2,-3
COc1ccc(/C=C/C(=O)Nc2cc(C)on2)cc1,1.1,1,1.1,7,1.1,3,0,-0.75,1421,4,-9
Cc1cccc(C(=O)NCc2ccc(S(N)(=O)=O)cc2)c1[N+](=O)[O-],0.8,-8,1,1,1,-1,17,0.65,1582,1,0
C/C(=N\Nc1cccc2cccnc12)c1ccc(C)cc1,1.6,-1,0.8,5,2.1*,4,4,-0.47,1749,7,15
O=C(NCCOc1ccccc1)c1cc2ccccc2o1,0.9,-2,1,-12,1.1,3,9,/,1378,2,3
COc1ccccc1OCC(=O)Nc1ccc(S(=O)(=O)N2CCCCCC2)cc1,0.9,6,0.8,2,0.9,0,9,/,1539,10,18
C=CCSc1nc(C)c(CC(=O)OCC(C)C)c(=O)[nH]1,1.1,0,1,-2,0.9,-2,4,/,1568,-8,0
CCO/N=C(\C)c1c(O)cc(C(C)C)n(-c2ccccc2)c1=O,1,1,0.9,2,1,2,5,0.79,1492,1,12
COc1ccc(OC)c(NC(=O)Cc2coc3ccc(C)cc23)c1,0.9,3,0.8,44,0.9,6,3,/,1620,5,19
COc1ccc(OCCCn2cc(/C=C3/C(=N)N4C=C(C)SC4=NC3=O)c3ccccc32)cc1,1,1,0.9,2,1,2,10,0.13,1498,-2,8
O=C(COc1ccccc1)n1nc(-c2ccc(Cl)cc2)nc1NCc1ccco1,1,4,1,-2,1.1,6,23,/,1625,8,2
CCOC(=O)N1CCN(CC(=O)Nc2ccc(F)c(F)c2)CC1,1.3,5,1.2,-22,1.2,9,6,-0.016,1598,0,-16
Cn1nc(C(=O)Nc2nc3ccccc3[nH]2)ccc1=O,1,0,0.9,-2,1,7,-4,-0.072,1799,2,6
COc1ccccc1OCCCOc1ccc([N+](=O)[O-])cc1Cl,0.8,-2,0.7,/,0.9,-4,4,/,1391,2,27
CCOC(=O)/C=C/C(=O)Nc1ccc(S(=O)(=O)Nc2c(C)cc(C)cc2C)cc1,0.9,3,0.9,1,1,1,-7,/,1580,-2,6
O=C(N/N=C/c1cccs1)c1cc(C2CC2)nc2ccccc12,1.2,6,0.9,9,1.2,0,6,0.016,1551,5,14
CCOC(=O)N1CCN(C(=S)NC(=O)c2ccc(F)cc2)CC1,1,-1,1,0,1.1,4,2,0.57,1447,0,2
CCS(=O)(=O)N1Cc2ccccc2CC1C(=O)OCC(=O)Nc1ccc(C)cc1 (stereo not given),1.2,-3,1.1,22,1.1,2,8,-0.17,1466,7,-9
COc1ccc(OC)c(S(=O)(=O)N2CCN(c3ccccn3)CC2)c1,1,-9,1.1,/,1.1,-2,3,/,1434,6,-11
O=c1cc(-c2ccc(Br)cc2)[nH][nH]1,0.8,8,0.7,-22,0.7,3,9,0.97,1640,4,28
CCOc1ccc(NC2=NC(C)(C)N=C(N)N2)cc1,0.8,-3,1,4,0.9,-2,10,/,1496,-4,5
CC1=CCC(C(=O)N/N=C/c2cccs2)C(c2ccc(F)cc2)C1 (stereo not given),0.8,2,0.8,/,0.8,6,12,/,1491,-5,17
CCC(=O)c1cc2c(cc1NC(=O)C(C)C)OCCO2,1.1,0,1,1,1,-2,7,0.28,1441,10,5
COc1ccc(C(CNC(=O)c2cccnc2SC)N2CCOCC2)cc1 (stereo not given),1,-6,0.9,-13,1,-6,5,0.34,1407,2,13
COc1ccc(CC(=O)NNC(=O)c2ccc(SCc3cc(F)ccc3F)c([N+](=O)[O-])c2)cc1,1,-4,1.1,/,1.1,-6,3,/,1637,4,-5
O=C(NCc1ccncc1)C1COc2ccccc2O1 (stereo not given),0.9,-2,0.9,/,1,6,-3,/,1548,11,12
CC(=O)Nc1ccc(S(=O)(=O)NC(=O)C23CC4CC(CC(C4)C2)C3)cc1,1.1,-7,1,-22,1,-1,0,0.21,1364,-3,4
CCn1c(C(O)c2ccc3c(c2)OCO3)nc2ccccc21 (stereo not given),0.9,-1,1,6,0.9,-6,3,/,1308,-4,4
CC(=O)c1cccc(NC(=O)Cc2cccs2)c1,1,10,0.8,12,0.9,14,-4,/,1742,3,19
C=CCn1c(C)cc(C(=O)CSc2nnc3c(Cl)cc(Cl)cn23)c1C,1,2,0.8,/,1,-2,2,0.82,1341,-8,16
CS(=O)(=O)N1CCc2cc(S(=O)(=O)N3CCCCC3)ccc21,1.1,4,0.9,-24,1.1,2,-1,-0.24,1501,5,7
CC(C)c1ccc2[nH]c3nc(SCC(=O)N4CCOCC4)nnc3c2c1,1,-3,0.8,-10,1,-3,2,-0.34,1522,0,16
Cc1ccc(/C=C/C(=O)c2ccc(N3CCOCC3)cc2)s1,1.1,-6,1.2,-6,1.1,-8,2,0.91,1405,-1,-17
Cc1ccc2[nH]c(=O)c(CN(Cc3ccco3)S(=O)(=O)c3c(C)ccc4nsnc34)cc2c1,0.7,0,0.7,0,0.8,-6,10,/,1672,-3,28
COc1ccc(N2CCN(CCNS(=O)(=O)c3cccc4nsnc34)CC2)cc1,0.8,3,0.8,13,0.8,5,-7,/,1545,-3,23
COc1ccc(NC(=O)CC(C)c2ccccc2)c([N+](=O)[O-])c1 (stereo not given),1,-2,0.9,-4,1,4,5,1.1,1518,1,10
C=CCn1c(SCC(=O)Nc2cc(OC)c(NC(=O)c3ccco3)cc2OC)nnc1-c1ccncc1,1,8,0.9,/,1,7,3,/,1654,1,13
COc1cc(/C=C(/NC(=O)c2ccccc2Cl)C(=O)O)cc(OC)c1OC,1,7,1,/,1,6,2,/,1671,7,2

# Structures shown so far with a furan ring, fused or not, in the order listed:
SMILES,PMI act,PPARg SRC-2 ag,Diaph act CS,S1P3 antagonist,PMI act satM6P,PPARg SRC-1 ag,G6PDH counter,ROMK primary,TR-FRET SRC-2 ct,PPARg SRC-3 ag,Diaph inh CS
CN(C)C(=O)c1c(-c2ccccc2)oc2ccc(O)cc12,1,2,0.9,/,1,-4,7,-0.48,1558,0,12
COc1ccccc1C(CCN(Cc1cccs1)C(C)=O)c1ccco1 (stereo not given),1.1,-5,0.9,-3,1,-1,1,-1.1,1458,3,12
O=C(NCCOc1ccccc1)c1cc2ccccc2o1,0.9,-2,1,-12,1.1,3,9,/,1378,2,3
COc1ccc(OC)c(NC(=O)Cc2coc3ccc(C)cc23)c1,0.9,3,0.8,44,0.9,6,3,/,1620,5,19
O=C(COc1ccccc1)n1nc(-c2ccc(Cl)cc2)nc1NCc1ccco1,1,4,1,-2,1.1,6,23,/,1625,8,2
Cc1ccc2[nH]c(=O)c(CN(Cc3ccco3)S(=O)(=O)c3c(C)ccc4nsnc34)cc2c1,0.7,0,0.7,0,0.8,-6,10,/,1672,-3,28
C=CCn1c(SCC(=O)Nc2cc(OC)c(NC(=O)c3ccco3)cc2OC)nnc1-c1ccncc1,1,8,0.9,/,1,7,3,/,1654,1,13
